14-3-3 PPI: modulators of 14-3-3 gamma protein binding, primary screen, biochemical, fluorescence polarization; inhibition, % at 40 µM; hit rate 0.19% among 160,000; FP, 14-3-3gamma / TMR-pS259-Raf peptide binding; in the data active means inhibition above about 30%;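 further: 0% = protein plus tracer without compound and 100% = blank with tracer alone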
Target sequence (P61981 whole entry, looked up): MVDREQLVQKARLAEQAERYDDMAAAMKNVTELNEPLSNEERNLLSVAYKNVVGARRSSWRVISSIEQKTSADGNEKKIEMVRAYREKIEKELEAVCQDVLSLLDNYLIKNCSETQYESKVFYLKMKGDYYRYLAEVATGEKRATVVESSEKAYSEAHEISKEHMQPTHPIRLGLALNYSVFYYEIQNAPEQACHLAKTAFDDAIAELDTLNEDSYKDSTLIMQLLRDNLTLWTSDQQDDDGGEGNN
* = called active by the depositor; & = joins results of further samples. Only part of the results is shown, so the mix of outcomes need not match the whole.

Results for CN1CCN(CCCNC(=O)CSc2cc(=O)n(C)c3ccccc23)CC1 ?
14-3-3 PPI: -5

What do the screens show for `COc1ccc(N2C(=O)C3CCCN3C2c2cccs2)cc1` (stereo not drawn)?
14-3-3 PPI: -3

What do the screens show for `CCOC(=O)CN(C(=O)CSc1nnc(COc2ccc(OC)cc2)n1C)c1ccccc1`?
14-3-3 PPI: -2

How did C=CCn1c(N2CCCC2)nc2c1c(=O)[nH]c(=O)n2C do in these assays?
14-3-3 PPI: -1

Results for Cc1ccc(-c2noc(CN3CCC(Cc4ccccc4)CC3)n2)cc1 ?
14-3-3 PPI: -8

What do the screens show for `O=C(C1CCN(S(=O)(=O)c2ccc(-n3cnnn3)cc2)CC1)N1CCN(c2ccccc2)CC1`?
14-3-3 PPI: 0

What do the screens show for `O=C(c1cc(-c2ccccc2)nc2ccccc12)N1CCCC1`?
14-3-3 PPI: -4

What do the screens show for `Cc1nc2c(C(=O)N3CCOCC3)cnn2c(C)c1Cc1ccc(Cl)cc1`?
14-3-3 PPI: -8

What do the screens show for `Cc1csc2nc(=O)c3ccccc3n12`?
14-3-3 PPI: -12

Results for Cc1nc2c(sc3nc4c(cc32)COC(C)(C)C4)c(=O)n1C ?
14-3-3 PPI: 4

Results for Cc1ccc(Cn2nnc3c(=O)[nH]c(C4CCN(S(=O)(=O)c5ccccc5)CC4)nc32)cc1 ?
14-3-3 PPI: -1

Results for CC1(C)CC(=O)C=C(NCC2CCCO2)C1 (stereo not drawn) ?
14-3-3 PPI: -2

Results for CCn1c2ccccc2c2cc(NC(=O)CCC3CCCCC3)ccc21 ?
14-3-3 PPI: -6

How did Cn1c(=O)c2cc(C(=O)NCc3ccc(F)cc3)sc2c2ccc(Cl)cc21 do in these assays?
14-3-3 PPI: -8

What do the screens show for `Cc1ccc(NC(=O)C2C3CC4OC(=O)C2C4C3)cc1Cl` (stereo not drawn)?
14-3-3 PPI: -3

Results for O=C(CSc1nc2ccsc2c(=O)n1CCc1ccc(Cl)cc1)NCC1CCCO1 (stereo not drawn) ?
14-3-3 PPI: -13

How did O=C(O)CCn1c(C(=O)O)cc2sccc21 do in these assays?
14-3-3 PPI: -4

How did Cc1cc(C)c(-n2nnnc2SCC(=O)N2CCCCC2)c(C)c1 do in these assays?
14-3-3 PPI: 6

How did CN(Cc1c(O)ccc2c(=O)c(-c3ccccc3)coc12)C1CCCCC1 do in these assays?
14-3-3 PPI: -1

How did C=CCSc1nnc2c(n1)OC(C)(C)Nc1ccc(Br)cc1-2 do in these assays?
14-3-3 PPI: 112*

How did Cc1ccccc1NC(=O)c1c(NC(=O)c2cccc(Br)c2)sc2c1CCCC2 do in these assays?
14-3-3 PPI: -39

How did O=C(Nc1ccc2oc(-c3ccccc3F)nc2c1)c1ccc(Cl)c([N+](=O)[O-])c1 do in these assays?
14-3-3 PPI: -220

Results for O=C(O)CC12CSc3[nH]c(=O)sc3C1c1ccccc1OC2=O (stereo not drawn) ?
14-3-3 PPI: 3

What do the screens show for `Cc1ccc2[nH]c3c(c2c1)CN(C(=O)CN1CCN(c2ccccc2)CC1)CC3`?
14-3-3 PPI: -8

What do the screens show for `CCC(=O)N1c2ccc(S(=O)(=O)N3CCN(c4ccccn4)CC3)cc2CC1C` (stereo not drawn)?
14-3-3 PPI: -7

Results for O=C(CN(C(=O)CNS(=O)(=O)c1ccccc1)c1ccc2c(c1)OCCO2)NC1CCCCC1 ?
14-3-3 PPI: 0

What do the screens show for `Cc1ccc(C(=O)CN2C3=NCCN3c3ccccc32)cc1`?
14-3-3 PPI: 0

What do the screens show for `COc1ccccc1N1CCN(C2CCN(Cc3cccc(F)c3)CC2)CC1`?
14-3-3 PPI: -6

What do the screens show for `CCOC(=O)c1ccc(CN(Cc2ccc(Br)cc2)S(=O)(=O)c2ccc(F)cc2)cc1`?
14-3-3 PPI: 4

Results for NC1=C(Nc2ccc(I)cc2)C(=O)c2ccccc2C1=O ?
14-3-3 PPI: -8

Brought forward from above: 7 entries, then new ones.
What do the screens show for `Cc1ccc2[nH]c3c(c2c1)CN(C(=O)CN1CCN(c2ccccc2)CC1)CC3`?
14-3-3 PPI: -8

What do the screens show for `CCC(=O)N1c2ccc(S(=O)(=O)N3CCN(c4ccccn4)CC3)cc2CC1C` (stereo not drawn)?
14-3-3 PPI: -7

Results for O=C(CN(C(=O)CNS(=O)(=O)c1ccccc1)c1ccc2c(c1)OCCO2)NC1CCCCC1 ?
14-3-3 PPI: 0

What do the screens show for `Cc1ccc(C(=O)CN2C3=NCCN3c3ccccc32)cc1`?
14-3-3 PPI: 0

What do the screens show for `COc1ccccc1N1CCN(C2CCN(Cc3cccc(F)c3)CC2)CC1`?
14-3-3 PPI: -6

What do the screens show for `CCOC(=O)c1ccc(CN(Cc2ccc(Br)cc2)S(=O)(=O)c2ccc(F)cc2)cc1`?
14-3-3 PPI: 4

Results for NC1=C(Nc2ccc(I)cc2)C(=O)c2ccccc2C1=O ?
14-3-3 PPI: -8

What do the screens show for `CCOC(=O)Cn1c(=NC(=O)CSC(C)=O)sc2ccccc21`?
14-3-3 PPI: -4

Results for Cc1cc(NC(=O)CCc2nc(-c3ccccc3F)no2)no1 ?
14-3-3 PPI: -9

Results for O=C(O)c1c[nH]c2ccc(S(=O)(=O)N3CCCC3)cc2c1=O ?
14-3-3 PPI: -3

What do the screens show for `Cc1ccc(NC(=O)c2ccc3c(=O)n(-c4ccccc4)c(=S)[nH]c3c2)cc1C`?
14-3-3 PPI: 0

What do the screens show for `CCN(c1cccc(C)c1)c1ncnc2c1cnn2-c1ccccc1`?
14-3-3 PPI: -12

Results for CSCCC(C(=O)Nc1cccc(C)c1)N1C(=O)c2ccccc2C1=O (stereo not drawn) ?
14-3-3 PPI: -10

What do the screens show for `CC(=O)N(C)C1(C(=O)NC2CCCC2)CCCCC1`?
14-3-3 PPI: -6

How did Cc1ccc(C)c(C(=O)COC(=O)CNS(=O)(=O)c2ccccc2)c1 do in these assays?
14-3-3 PPI: -8

Results for CC(C)(CN1CCCCC1)NS(=O)(=O)c1ccc(Cl)cc1 ?
14-3-3 PPI: 0

How did Clc1ccc(C2=CC(c3cccs3)n3c(nc4ccccc43)N2)cc1 (stereo not drawn) do in these assays?
14-3-3 PPI: -118

How did COC(=O)C1=C(C)NC2=C(C(=O)CC(c3ccc(OC)cc3)C2)C1c1ccc(O)cc1 (stereo not drawn) do in these assays?
14-3-3 PPI: 3

Results for O=C(NCc1ccc(F)cc1)c1cc2ccccc2oc1=O ?
14-3-3 PPI: -3

Results for Cc1ccc(C(=O)CC2(O)C(=O)N(C(C)C)c3ccccc32)cc1 (stereo not drawn) ?
14-3-3 PPI: -3

What do the screens show for `CCN(CC)C(=O)c1sc(NC(=O)C2c3ccccc3Oc3ccccc32)c(C(N)=O)c1C`?
14-3-3 PPI: -2

Results for CC(=O)Nc1ccc(S(=O)(=O)Nc2ccc(Nc3ccccc3)cc2)cc1 ?
14-3-3 PPI: -10

What do the screens show for `COc1ccc(C2NC(=O)NC(C)=C2C(=O)Nc2ccc(C)cc2C)cc1OC` (stereo not drawn)?
14-3-3 PPI: 3

How did Cc1ccc2[nH]c(C)c(CN(C)Cc3ccccc3)c(=O)c2c1 do in these assays?
14-3-3 PPI: -6

Results for CC(=O)Oc1c(C)cc(C2(C(F)(F)F)NCCNC2=O)cc1C (stereo not drawn) ?
14-3-3 PPI: -5

How did Cc1c(C(=O)NCc2ccccc2)sc2[nH]c(=O)n(-c3ccc(Cl)cc3)c(=O)c12 do in these assays?
14-3-3 PPI: -34

How did Clc1ccccc1N1CCN(c2ncnc3nc[nH]c23)CC1 do in these assays?
14-3-3 PPI: 3

Reprinted from above for reference:
Results for Cc1ccc(C(=O)CC2(O)C(=O)N(C(C)C)c3ccccc32)cc1 (stereo not drawn) ?
14-3-3 PPI: -3

What do the screens show for `CCN(CC)C(=O)c1sc(NC(=O)C2c3ccccc3Oc3ccccc32)c(C(N)=O)c1C`?
14-3-3 PPI: -2

Additional structures
What do the screens show for `Cc1ccc(NC(=O)OCC(F)(F)C(F)F)cc1NC(=O)OCC(F)(F)C(F)F`?
14-3-3 PPI: 0

What do the screens show for `Cc1ccc2cc(C#N)c(NCCNC(=O)C3CCC3)nc2c1C`?
14-3-3 PPI: -2

Results for Cc1c(C#N)c2ccccc2n1CC(=O)N1CCc2ccccc2C1 ?
14-3-3 PPI: 1

What do the screens show for `CCCCn1c(SCC(=O)N2CCOCC2)nnc1-c1cccs1`?
14-3-3 PPI: -7

What do the screens show for `C=CCNC(=O)C1CCN(C(=O)c2ccc(OC)cc2)CC1`?
14-3-3 PPI: -4

Results for CCCn1c(=NC(=O)c2ccc(C)c(C)c2)c(C(=O)OCC)cc2c(=O)n3ccccc3nc21 ?
14-3-3 PPI: -13

What do the screens show for `O=C(CN1CCN(c2ccc(Cl)cc2)CC1)c1ccc2c(c1)OCO2`?
14-3-3 PPI: 8&-7

Results for COC(=O)C1(C)NC(c2cccs2)C2C(=O)N(c3ccccc3F)C(=O)C21 (stereo not drawn) ?
14-3-3 PPI: -10

Results for C=CCOC(=O)C1=C(C)NC2=C(C(=O)CC(C)(C)C2)C1c1ccc(C(=O)OC)cc1 (stereo not drawn) ?
14-3-3 PPI: -2

What do the screens show for `CCOC(=O)c1cc(C(=O)OCC)c(N)s1`?
14-3-3 PPI: -29

What do the screens show for `CC(C)(C)C(=O)Nc1ccc(S(=O)(=O)Nc2nccs2)cc1`?
14-3-3 PPI: -5

Results for Cc1cccc(/N=C/c2c(O)cc(C)oc2=O)n1 ?
14-3-3 PPI: -37

Results for COc1ccccc1Nc1ncc(C(=O)N2CCCC(C)C2)c2ccccc12 (stereo not drawn) ?
14-3-3 PPI: -6

How did O=c1c(Cl)cn(Cc2ccc([N+](=O)[O-])cc2)c(=O)n1Cc1ccc([N+](=O)[O-])cc1 do in these assays?
14-3-3 PPI: -11

Results for CC1Cc2nc(SCC(=O)Nc3nccs3)n(C)c(=O)c2S1 (stereo not drawn) ?
14-3-3 PPI: -13&-11

What do the screens show for `CN(C)CCNC(=O)c1ccccc1-c1ccccc1`?
14-3-3 PPI: 1

Results for OC1(c2ccc(Br)cc2)CCNCC1 ?
14-3-3 PPI: 6

What do the screens show for `COc1ccccc1CNC(=O)c1nn(-c2ccc(C)cc2)c(=O)c2c1c1ccccc1n2C`?
14-3-3 PPI: -10

How did COc1ccccc1N1CCN(C(=O)c2cn(C3CCCC3)c(=O)c3c2c2ccccc2n3C)CC1 do in these assays?
14-3-3 PPI: 3

What do the screens show for `COC(=O)c1ccc(C(=S)N2CCOCC2)cc1`?
14-3-3 PPI: 7

How did CCOC(=O)c1sc2nc(C)n(CC(=O)Nc3ccc(C)cc3C)c(=O)c2c1C do in these assays?
14-3-3 PPI: -8

How did COc1ccc(-n2c(SCC(=O)NCc3ccco3)nc3ccsc3c2=O)cc1 do in these assays?
14-3-3 PPI: -5

Results for CCOC(=O)C1=C(C)NC(=S)NC1c1cc(Br)c(OC(C)=O)c(OC)c1 (stereo not drawn) ?
14-3-3 PPI: -6

How did COCCOC(=O)C1=C(C)NC2=C(C(=O)C(C(=O)OC)C(C)C2)C1c1ccc(Cl)cc1 (stereo not drawn) do in these assays?
14-3-3 PPI: 1

How did CC(C(=O)NCc1ccccn1)N(c1ccccc1)S(C)(=O)=O (stereo not drawn) do in these assays?
14-3-3 PPI: -8

How did CC(C)Sc1nc(Cl)c(SC(C)C)c(C#N)c1Cl do in these assays?
14-3-3 PPI: 6

What do the screens show for `CCC(NC(=O)NCCCn1ccnc1)(C(F)(F)F)C(F)(F)F`?
14-3-3 PPI: -7&0

How did CCC(=O)c1ccc(OCC(O)CN2CCN(c3cccc(C(F)(F)F)c3)CC2)cc1 (stereo not drawn) do in these assays?
14-3-3 PPI: 4

How did O=C(c1ccccc1F)N1CCN(C2CCC(c3ccccc3)CC2)CC1 (stereo not drawn) do in these assays?
14-3-3 PPI: -5

Results for CCc1ccc(C2C(C(=O)OC)=CN(CC3CCCO3)C=C2C(=O)OC)cc1 (stereo not drawn) ?
14-3-3 PPI: 0

Of the compounds above, these have a CF3 group:
Results for CC(=O)Oc1c(C)cc(C2(C(F)(F)F)NCCNC2=O)cc1C (stereo not drawn) ?
14-3-3 PPI: -5

What do the screens show for `CCC(NC(=O)NCCCn1ccnc1)(C(F)(F)F)C(F)(F)F`?
14-3-3 PPI: -7&0

How did CCC(=O)c1ccc(OCC(O)CN2CCN(c3cccc(C(F)(F)F)c3)CC2)cc1 (stereo not drawn) do in these assays?
14-3-3 PPI: 4

More compounds
How did Cc1ccccc1Cn1cc(/C=N/n2cnnc2)c2ccccc21 do in these assays?
14-3-3 PPI: -9

Results for CC(C)CCNC(=O)c1ccc2c(c1)N(Cc1ccccc1)C(=O)c1ccccc1S2 ?
14-3-3 PPI: 5

Results for CCC(=O)N1c2ccccc2NC2=C(C(=O)CC(c3ccc(OC)cc3)C2)C1c1ccc(OC)cc1 (stereo not drawn) ?
14-3-3 PPI: -7

What do the screens show for `CCOC(=O)c1ccccc1NC(=O)COc1c(C)ccc(C)c1C`?
14-3-3 PPI: 5

Results for O=C(CN1CCN(S(=O)(=O)c2ccc(Br)cc2)CC1)Nc1ccccc1C(F)(F)F ?
14-3-3 PPI: 0

Results for COc1cc(C(=O)Nc2nccs2)cc(OC)c1OC ?
14-3-3 PPI: -6

Results for C=CCN1C(=O)c2ccccc2Sc2ccc(C(=O)N3CCN(c4ccccc4OC)CC3)cc21 ?
14-3-3 PPI: -5

What do the screens show for `Cc1ccc2cccc(OC(=O)c3ccccc3F)c2n1`?
14-3-3 PPI: -2

What do the screens show for `CC(=O)Cc1ccccc1OCC(=O)O`?
14-3-3 PPI: 6

How did CCn1c2c(c3cc([N+](=O)[O-])ccc31)CCCC2=O do in these assays?
14-3-3 PPI: -6

Results for CCOc1cc(-c2c(C#N)c(N)nc3c2CCCC3)ccc1O ?
14-3-3 PPI: -7

What do the screens show for `CCOC(=O)c1sc(NCC2CCCO2)nc1C` (stereo not drawn)?
14-3-3 PPI: 1

How did Cn1c(=O)c2c(nc(OCc3cccnc3)n2Cc2c(F)cccc2Cl)n(C)c1=O do in these assays?
14-3-3 PPI: 0

How did C=C(C)CSc1nc2c(c(=O)[nH]c(=O)n2C)n1CCCCC do in these assays?
14-3-3 PPI: -6
